Anthrax LF prot – anthrax lethal factor protease inhibition; 0.12% of 360,000 active; multiplex microsphere protease cleavage assay, LF; inhibition, % at 10 µM; further: plate controls were buffer without enzyme for full effect and enzyme alone for no effect
Target sequence (P15917 whole entry, looked up): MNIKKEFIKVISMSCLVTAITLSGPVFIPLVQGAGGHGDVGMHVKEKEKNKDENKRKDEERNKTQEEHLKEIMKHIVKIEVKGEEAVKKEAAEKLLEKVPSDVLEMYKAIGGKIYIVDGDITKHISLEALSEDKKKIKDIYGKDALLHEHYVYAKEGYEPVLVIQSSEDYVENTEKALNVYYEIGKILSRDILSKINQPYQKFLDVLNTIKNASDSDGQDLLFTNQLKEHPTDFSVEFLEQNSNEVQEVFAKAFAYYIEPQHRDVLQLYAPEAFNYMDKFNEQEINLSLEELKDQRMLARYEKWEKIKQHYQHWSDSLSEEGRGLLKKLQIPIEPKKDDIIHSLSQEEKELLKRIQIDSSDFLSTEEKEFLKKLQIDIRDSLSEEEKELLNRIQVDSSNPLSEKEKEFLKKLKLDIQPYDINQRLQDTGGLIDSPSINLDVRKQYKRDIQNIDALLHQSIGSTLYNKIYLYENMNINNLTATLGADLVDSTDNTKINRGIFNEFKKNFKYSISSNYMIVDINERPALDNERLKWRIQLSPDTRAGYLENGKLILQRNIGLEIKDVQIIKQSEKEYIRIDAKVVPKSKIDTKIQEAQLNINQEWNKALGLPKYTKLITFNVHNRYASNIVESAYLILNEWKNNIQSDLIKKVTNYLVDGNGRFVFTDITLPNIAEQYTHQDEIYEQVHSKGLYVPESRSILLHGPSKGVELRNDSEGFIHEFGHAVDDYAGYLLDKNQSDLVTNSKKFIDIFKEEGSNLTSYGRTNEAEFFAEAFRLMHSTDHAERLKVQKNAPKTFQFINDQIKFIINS
TcdB GH inh – blocks C. difficile toxin B glycohydrolase activity | TcdB glycohydrolase enzymatic assay, plate reader | inhibition, % at 9.99 µM | 0.24% of 350,000 active | P18177 | AID 652162; in the data active means inhibition above about 10%
Yp Topo-I inh – blocks Yersinia pestis topoisomerase I activity | 0.064% of 360,000 active | activity, % at 10 µM | Y. pestis Topo-I cleavage product accumulation, plate reader; in the data active means activity above about 50%, passing the limit was not always enough; inconclusive means no clear call, values can overlap the other calls; further: inactives centre near 2
CCHF vOTU inh – blocks the CCHF virus ovarian tumor domain protease; CCHFV vOTU protease, Pep-AMC fluorescence; inhibition, % at 11.5 µM; 0.55% of 370,000 active; in the data active means inhibition above about 30%; further: 0% = vehicle wells with enzyme and 100% = no enzyme wells
Vc quorum ag – quorum light induction in luxS cqsA deficient V. cholerae; V. cholerae BH1578 lux reporter, luminescence, 6 h; activation, % at 18.7 µM; 0.16% of 350,000 active; in the data active means activation mostly above about 9.7%, no sharp cut-off; inconclusive means no clear call, values can overlap the other calls; inactive means mostly below about 3.7%; further: not every result past the cut was called active; inactives centre near 0; reference of the scale not given here
PfHsp40 yeast – restores yeast growth despite PfHsp40 toxicity; S. cerevisiae expressing PfHsp40, growth rescue, ATP luminescence; growth rescue, % at 12.5 µM; 0.68% of 340,000 active; in the data active means growth rescue above about 28%, passing the limit was not always enough; inconclusive means no clear call, values can overlap the other calls;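 further: yeast W303a lacking pdr1 and pdr3 grown in galactose medium; growth measured after three days at 30 °C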
SSB-PriA inh – K. pneumoniae PriA-SSBct interaction inhibition; AlphaScreen SSBct-PriA binding, biotinylated peptide; inhibition, % at 33 µM; 0.6% of 430,000 active; AID 1272365; in the data active means inhibition mostly above about 37%, no sharp cut-off; inactive means mostly below about 20%;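 further: plate controls were negative control peptide for no effect and reference peptide for full effect; strong numbers were not always called active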
DUSP3 inh – blocks human VHR1 dual specificity phosphatase | P51452 | recombinant VHR phosphatase, pNPP absorbance | inhibition, % at 13.3 µM | 0.52% of 290,000 active; in the data active means inhibition above about 50%; further: some compounds called inactive have numbers as strong as hits
Target sequence (P51452 whole entry, looked up): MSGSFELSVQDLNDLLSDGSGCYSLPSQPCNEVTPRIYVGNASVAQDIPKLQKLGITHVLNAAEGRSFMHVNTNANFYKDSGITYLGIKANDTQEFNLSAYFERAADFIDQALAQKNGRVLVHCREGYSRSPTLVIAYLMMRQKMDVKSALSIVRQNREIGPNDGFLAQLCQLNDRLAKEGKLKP
SARS 3CLpro inh – SARS-CoV 3CLpro protease inhibition | recombinant SARS-CoV 3CLpro, quenched FRET peptide cleavage | inhibition, % at 6 µM | 0.14% of 290,000 active; in the data active means inhibition above about 12%
BoNT A protease – BoNT A light chain protease inhibition | 0.17% of 360,000 active | multiplex microsphere protease substrate cleavage, flow cytometry | inhibition, % at 10 µM; further: plate controls were buffer without enzyme for full effect and enzyme alone for no effect
Active calls of the source: *; i = inactive; ? = inconclusive; . = not tested or not shown. Unless noted, no stated cut-off is given here; in the data, active means inhibition above about 30%; inconclusive means no clear call, values can overlap the other calls; inactive means below that.

SMILES	Anthrax LF prot	TcdB GH inh	Yp Topo-I inh	CCHF vOTU inh	Vc quorum ag	PfHsp40 yeast	SSB-PriA inh	DUSP3 inh	SARS 3CLpro inh	BoNT A protease
CCC1Sc2ccc(S(=O)(=O)CCC(=O)Nc3ccc(C(=O)OC)cc3)cc2NC1=O (stereo unspecified)	-3	0.7	4	3	i	-0.8	11	-4	3	-2.5
Cc1ccc(C(=O)n2c3ccccc3c3ccccc32)cc1	2	.	9	7	4.5	-1.1	-7	10	-3	0.7
C=CCOC(=O)C1=C(C)N=C2SCCC(=O)N2C1/C=C/c1ccccc1 (stereo unspecified)	-1	-3.7	9	19	i	0.6	6	-2	3	0.1
Cc1cn(C2CC(OC(=O)C(C)C)C(CO)O2)c(=O)[nH]c1=O (stereo unspecified)	-3	0.3	3	-7	-0.3	0.2	-8	.	.	-0.3
COC(=O)C(O)(c1ccc(NC(=S)NC(=O)c2ccc(Cl)cc2Cl)c(C)c1)C(F)(F)F (stereo unspecified)	-2	0.6	1	17	1.5	20	16	-10	4	-0.6
COCCCNC(=O)CN(c1cccc(Cl)c1C)S(C)(=O)=O	-10	.	-2	-8	-7.7	-1.5	3	-18	5	-0.6
C[C@H]1[C@H](C)CC[C@]2(C(=O)O)CC[C@]3(C)C(=CC[C@@H]4[C@@]5(C)CC[C@H](O)C(C)(C)[C@@H]5CC[C@]43C)[C@H]12	-18	0.5	0	-3	i	-2.2	-6	22	.	-0.9
Cc1ccc(NC(=O)NC(=S)NC(=O)c2ccccc2)cc1	-5	.	-10	28	0.3	-0.4	-9	-2	5	-0.7
Cc1ccc(SCC(=O)NC(=O)Nc2ccc3c(c2)OCCO3)cc1C	-1	-0.5	47	-5	0.2	2.0	-5	-3	-1	-0.5
COc1cc(-c2noc(C)c2C#Cc2nccn2C)cc(OC)c1OC	0	2.7	32	-1	i	-1.1	-4	1	-3	0.0
N#CC1(NC(=O)Cn2cc(C(F)(F)F)ccc2=O)CCCC1	-7	0.5	-4	0	-1.3	0.2	-2	.	.	-0.4
N#C/C(=C/C1=C(N2CCOCC2)C(=C/c2ccccc2)/CC1)C(=O)Nc1ccccc1F	1	1.7	23	10	-0.8	-0.7	17	.	.	5.6
O=C(C1CC(=O)N(c2ccccc2)C1)N1CCN(c2ccccc2F)CC1 (stereo unspecified)	-2	-0.4	5	-8	i	-0.9	-7	23	-3	1.3
CCOC(=O)Cn1c(=NC(=O)c2ccc([N+](=O)[O-])s2)sc2ccccc21	1	-4.4	0	8	0.0	-0.5	-7	0	1	0.6
Cc1ccc2nc(NCC(=O)O)nc(-c3ccccc3)c2c1	-1	.	2	-25	.	-0.3	-22	29	-1	0.6
CCn1c(SCC(=O)c2ccccc2)nnc1-c1cnccn1	.	.	7	-5	-0.4	-0.2	7	-6	3	.
O=C(CSc1n[nH]c(-c2ccccn2)n1)Nc1ccc(F)cc1	-2	2.2	8	-8	-0.4	-1.6	82*	36	5	-2.2
NS(=O)(=O)c1ccc(NC(=O)CSc2nc(Nc3ccccc3)nc(N3CCOCC3)n2)cc1	-2	1.7	-1	-18	-0.4	-0.5	1	-13	-5	-0.7
O=C(c1cc(COc2ccc(F)cc2F)on1)N1CC[C@@H]2CCCC[C@H]2C1	-3	-3.0	29	10	-0.3	0.6	-8	18	0	3.1
Cc1c(CCOC(=O)C23CC4CC(CC(C4)C2)C3)sc[n+]1Cc1ccccc1	0	1.4	1	7	-0.4	-0.8	0	11	2	-0.6
COC(C[C@H](O)C[C@@H](O)[C@@H](C)OCc1ccccc1)OC	1	0.4	-1	-5	i	-0.8	-13	4	.	-0.4
Cc1ccccc1CS(=O)(=O)CC(O)CN1CCCC1=O (stereo unspecified)	13	0.1	0	-10	-0.9	-0.1	5	5	2	-1.2
CC(=O)Oc1ccccc1Cn1c(C)c(C(=O)NCCC#N)sc1=O	-13	0.7	-9	-3	-0.4	.	.	.	.	-0.1
Cc1nnc(NC(=O)CN2C(=O)c3ccccc3S2(=O)=O)s1	3	.	-7	0	-0.4	-0.8	-12	-4	2	-0.6
CC(C)(CCO)Nc1ncnc2onc(-c3ccc(F)cc3)c12	2	1.1	2	-4	-0.5	.	2	-7	-1	0.8
COc1ccc(CNC(=O)C2CCCN2CCc2ccccc2)cc1OC (stereo unspecified)	-7	1.8	17	2	-0.3	-1.3	-10	7	0	-0.9
COc1cc(Cl)c(C)cc1NC(=O)CSc1ccc(NC(C)=O)cc1	0	1.4	9	7	0.0	1.6	-8	8	-4	-0.1
CC(NC(=O)Cn1cnc([N+](=O)[O-])n1)c1ccccc1 (stereo unspecified)	-3	.	1	27	.	-0.8	-8	31	3	-2.6
CC(=O)c1ccccc1OCC(O)CN1CCN(C(c2ccccc2)c2ccccc2)CC1 (stereo unspecified)	2	.	24	12	-0.7	-1.7	-11	0	2	0.4
CCCCNc1oc(-c2ccc(OC)cc2)nc1S(=O)(=O)c1ccccc1	-1	3.5	6	-9	-0.1	-1.4	-17	-19	6	-1.0
O=C(Cn1cnc2ccccc21)Nc1ccc(SC(F)F)cc1	5	1.7	5	-7	i	-0.6	8	3	-4	0.5
COC(=O)C1=C(C)NC(C)=C(C(=O)OC)C1c1ccc2ccccc2n1	0	.	4	7	-2.0	0.2	-12	-15	6	1.5
CCCCN(CC)Cc1ccc(CNC(=O)Nc2ccc(OCC)cc2)o1	-1	0.6	4	-8	-0.2	-0.8	-9	0	-3	0.6
CN(C)c1ccc(/C=N/NC(=O)CNC(=O)/C=C/c2ccccc2)cc1	4	0.9	13	2	-0.1	1.0	.	14	3	0.1
O=C1CC(C(=O)N(CC2CCCO2)C(C(=O)NC2CCCCC2)c2ccncc2)CS1 (stereo unspecified)	2	.	4	-2	i	-1.1	-10	22	4	1.7
COc1ccc(CC(=O)Nc2ccc3c(C(F)(F)F)cc(=O)oc3c2)cc1OC	-3	.	-3	-15	-0.6	0.1	10	16	3	0.3

A second format for some results above:
Cc1ccc(NC(=O)NC(=S)NC(=O)c2ccccc2)cc1
  Anthrax LF prot: -5
  TcdB GH inh: .
  Yp Topo-I inh: -10
  CCHF vOTU inh: 28
  Vc quorum ag: 0.3
  PfHsp40 yeast: -0.4
  SSB-PriA inh: -9
  DUSP3 inh: -2
  SARS 3CLpro inh: 5
  BoNT A protease: -0.7
Cc1ccc(SCC(=O)NC(=O)Nc2ccc3c(c2)OCCO3)cc1C
  Anthrax LF prot: -1
  TcdB GH inh: -0.5
  Yp Topo-I inh: 47
  CCHF vOTU inh: -5
  Vc quorum ag: 0.2
  PfHsp40 yeast: 2.0
  SSB-PriA inh: -5
  DUSP3 inh: -3
  SARS 3CLpro inh: -1
  BoNT A protease: -0.5

Continued:
SMILES	Anthrax LF prot	TcdB GH inh	Yp Topo-I inh	CCHF vOTU inh	Vc quorum ag	PfHsp40 yeast	SSB-PriA inh	DUSP3 inh	SARS 3CLpro inh	BoNT A protease
O=C(/C=C/c1ccc2c(c1)OCO2)NC1CCCC1	-7	1.6	0	-10	i	3.6	-10	0	2	-0.7
CCNC(=O)CCc1nc(-c2ccc(C)cc2)no1	3	-0.2	0	1	0.4	-0.2	-11	-4	-2	3.7
O=C(O)c1ccc(S(=O)(=O)c2ccc3c(c2)C(=O)N(NC(=O)c2ccc(O)cc2)C3=O)cc1	-14	-4.0	3	-13	-0.7	-0.3	-10	36	-1	-3.5
CCCCc1ccc(N=N/C(C(=O)Nc2cc(OC)c(NC(C)=O)cc2OC)=C(/C)O)cc1	-4	.	-4	0	i	0.2	.	2	3	0.6
O=C(NC1CCCCC1)C(c1ccncc1)N(CC1CCCO1)C(=O)C(F)(F)F (stereo unspecified)	4	.	0	-1	.	-0.6	-12	-8	3	0.3
O=P(CCc1ccccc1)(c1ccccc1)c1ccccc1	0	0.2	10	-15	i	1.4	-1	.	.	-1.2
O=S(=O)(NCc1ccncc1)c1ccc(S(=O)(=O)NCC2CCCO2)cc1 (stereo unspecified)	-6	0.7	-9	7	i	0.2	-5	8	-3	-0.7
Cc1ccc(NC(=S)c2ccc(N(C)C)cc2)cc1	3	.	-1	7	-0.3	-0.4	19	-4	3	6.1
CCN(C(=O)c1nn(-c2ccc(OC)cc2)c(=O)c2c1c1ccccc1n2C)c1ccc(OC)cc1	-2	2.2	17	3	i	0.2	-1	16	4	0.3
COc1cc2[nH]c(=O)n(Cc3ccc(C(=O)NC4CCN(Cc5ccccc5)CC4)cc3)c(=O)c2cc1OC	-6	-0.3	7	-13	i	-0.4	2	12	1	-0.9
COC(=O)c1c(N)n(Cc2ccc(OC)cc2)c2nc3ccccc3nc12	0	.	2	-202	8.2	3.7	-15	48	3	3.9
CCOC(=O)c1c(C)c(C(=O)Nc2ccccc2)c(C)n1CC	0	.	3	-7	0.5	-0.4	-8	-7	5	-0.5
COC(=O)C1=C(c2ccc(OC)c(OC)c2)C[C@@H]2CC[C@H]1N2C(=O)NCCNC(C)=O	0	1.3	7	-6	i	0.1	-1	.	.	-0.4
COc1ccc(CN=Cc2c(C(F)(F)F)[nH][nH]c2=O)cc1	-2	.	0	5	5.9	-2.8	-23	-7	-5	-0.1
CN(C)S(=O)(=O)c1cccc(NC(=O)c2cncc(Br)c2)c1	3	-7.6	2	13	i	-1.2	1	0	6	2.8
O=C(/C=C/C(=O)NCc1cccs1)NCc1cccs1	-4	0.6	1	-1	-0.5	0.1	3	21	-1	0.0
O=C(CCN1C(=O)c2ccccc2S1(=O)=O)Nc1cc(Cl)ccc1Cl	4	0.9	6	-7	i	1.1	4	.	.	-7.2
Cc1ccc(Nc2nc(N)nc(CN3CCN(c4ccccc4)CC3)n2)cc1Cl	-6	.	0	5	3.1	0.0	6	17	4	?
Cc1cc(C(=O)NNC(=O)c2ccccc2F)c2ccccc2n1	6	0.1	4	-1	0.5	0.9	-2	.	.	0.8
CN(C)c1cccc(CN2CCN(c3ccccc3)CC2)c1	8	-0.7	.	-1	.	.	.	.	.	-0.3
CCC(=O)N=c1sc2ccccc2n1-c1ccccc1	-12	0.3	10	-14	-1.2	-0.6	-9	6	5	-0.2
Cc1cccc(C)c1OCC(O)CN1CCCCC1 (stereo unspecified)	-1	0.7	-2	-16	-1.5	0.8	.	2	4	0.1
O=C1/C(=C/c2ccsc2)N2CCC1CC2	7	0.5	-7	-10	-0.7	0.0	-7	1	1	1.4
Cc1cccc(-c2oc3ccc(-c4ccc5c(c4)OCO5)cc3c2C#Cc2cncn2C)c1	-3	0.1	0	-2	-1.2	0.1	-4	.	.	-0.2
O=C(CCC1CC(=O)Nc2ccccc21)NCc1ccc(F)cc1 (stereo unspecified)	1	3.6	8	-6	2.4	0.5	-25	14	5	1.6
O=C(NCc1ccco1)C12CC3CC(C1)CC(C(=O)NCc1ccco1)(C3)C2	?	.	-7	-3	i	-0.9	3	6	-1	?
O=C(CCCCC(=O)NN=Cc1ccc(Cl)cc1)NN=Cc1ccc(Cl)cc1	4	0.4	8	13	i	0.3	-5	.	.	-0.1
COc1ccccc1CNc1nc(NCCN2CCNC2=O)c2sccc2n1	-5	-0.2	-2	-8	-0.6	.	.	.	.	-0.3
CCOC(=O)CNC(=O)CN1CCCN(S(=O)(=O)c2ccc(Br)s2)CC1	0	.	29	5	-1.3	0.4	-1	2	-1	0.0
O=C(NCc1ccccn1)c1cc(-c2ccccc2Cl)on1	-3	.	1	2	i	?	-4	39	2	0.5
Cc1nnc(SCc2nnc(-c3cccs3)o2)n1C1CCCCC1	-6	-0.2	6	2	-0.4	-1.3	-6	22	-2	0.0
CCC(C)(C)n1nnnc1C(c1cc2cc3c(cc2[nH]c1=O)OCO3)N1CCN(C)CC1 (stereo unspecified)	-2	.	-2	-62	-0.4	-0.1	-9	6	0	-0.6
Cc1sc2nc(CSC(C)C(=O)Nc3ccccn3)[nH]c(=O)c2c1C (stereo unspecified)	-5	1.7	-1	5	i	-0.5	-14	.	.	0.8

Some of the compounds tested (hit frequency here may not be typical).
